Myeloid diff MLP: induction of myeloid progenitor differentiation, primary screen, cell-based, flow cytometry, MLPCN library. 1% of 360,000 active. calls only at 10 µM. ER-HoxA9 myeloid progenitors, lysozyme-GFP differentiation;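 active = normalized GFP-positive differentiation at or above the plate's own cutoff, the solvent-only control mean plus 3 SD; inconclusive = no clear call, values can overlap the other calls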;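 also: cells exposed to compound for four days before flow analysis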
Myeloid diff MLP GFP+ MAC1+ %: second read-out of Myeloid diff MLP, no call of its own (marks repeat the call); GFP+ MAC1+ double positive, %; measured here: differentiation confirmed by MAC1 staining
An asterisk follows results filed as active; i = inactive; ? = inconclusive; nt = not tested or not shown. Only part of the results is shown; count on the stated rates, not on these rows.

SMILES	Myeloid diff MLP	Myeloid diff MLP GFP+ MAC1+ %
COc1ccc(Cl)cc1C(=O)NC1CC(C)(C)NC(C)(C)C1	i	1.3
Cn1cccc1C(=O)OCC(=O)NNC(=O)c1ccc([N+](=O)[O-])cc1	i	0.4
CCc1nc2ccc(C(=O)Nc3cc(-c4ccccc4)ccc3OC)cn2c1N(C)Cc1ccc(Cl)cc1	i	1.0
COc1cc2cc(C(C)(C)O)oc(=O)c2cc1OC	i	1.9
COc1ccccc1CN1CC(C(=O)NCCCCc2ccccn2)CCC1=O (stereo not given)	i	1.2
Oc1c(CN2CCCCC2)ccc2cccnc12	?	nt
COc1ccc2c(C#CCCO)c(-c3ccc(S(C)(=O)=O)cc3)sc2c1	i	3.7
Cc1cc(C)c(NC(=O)COC(=O)C2CCCO2)c(C)c1 (stereo not given)	i	0.7
Cc1ccc(C(C#N)=Cc2ccc3c(c2)OCO3)cc1	i	2.5
Cc1ccc(NC(=O)C(c2ccccc2)N2CCN(CC(=O)NC3CC3)CC2)cc1 (stereo not given)	i	1.9
COc1ccc(C(C)=O)cc1CN1C(=O)C(C)ON=C1c1cccc(C(F)(F)F)c1 (stereo not given)	i	1.7
O=c1[nH]cc(S(=O)(=O)N2CCN(c3ccc(F)cc3)CC2)c(=O)[nH]1	i	0.1
Cc1ccc(C(=O)OCC(=O)c2ccc(Br)cc2)cc1S(=O)(=O)N1CCOCC1	i	0.0
COc1ccc(CN(C)C(=O)COC(=O)c2cc([N+](=O)[O-])ccc2N2CCCC2)c(OC)c1OC	i	1.3
COc1ccccc1-c1csc(C(O)c2ccc(F)c(F)c2)n1 (stereo not given)	i	1.6
Cc1ccc(NC(=O)COC(=O)CC2CC3CCC2C3)cc1S(=O)(=O)N1CCOCC1 (stereo not given)	i	0.6
CN(C(=O)c1cccc(NC(=O)Cc2cccc(NC(=O)C3CCN(C(=O)C4CC4)CC3)c2)c1)C1CCC1	i	1.2
O=[N+]([O-])c1cc(S(=O)(=O)N2CCOCC2)ccc1NS(=O)(=O)c1ccccc1	i	0.9
COc1ccccc1C=NNC(=O)NN=Cc1ccccc1OC	i	0.8
Cc1ccc(S(=O)(=O)N(C)C[C@@H]2Oc3ccc(NC(=O)Nc4cccc5ccccc45)cc3C(=O)N([C@H](C)CO)C[C@H]2C)cc1	i	0.5
CC1CC(C)CN(C(=O)COC(=O)c2ccc3c(c2)OCCO3)C1 (stereo not given)	i	0.7
O=C(Nc1ccnn1C1CCNCC1)c1ccc2c(c1)OCO2	i	0.9
CN1CCC(N(C)C(=O)c2ccc(Cl)c(S(=O)(=O)N3CCOCC3)c2)CC1	i	0.4
COCCn1c(C)cc(C(=O)CSc2nnnn2C2CCCC2)c1C	i	0.7
Cc1ccc(C(=O)NCc2ccc3c(c2)OCO3)c(Cl)c1	i	2.3

The final four records of the part before are carried over, then new ones follow:
SMILES	Myeloid diff MLP	Myeloid diff MLP GFP+ MAC1+ %
O=C(Nc1ccnn1C1CCNCC1)c1ccc2c(c1)OCO2	i	0.9
CN1CCC(N(C)C(=O)c2ccc(Cl)c(S(=O)(=O)N3CCOCC3)c2)CC1	i	0.4
COCCn1c(C)cc(C(=O)CSc2nnnn2C2CCCC2)c1C	i	0.7
Cc1ccc(C(=O)NCc2ccc3c(c2)OCO3)c(Cl)c1	i	2.3
O=C(CNC(=O)c1n[nH]c2ccccc12)Nc1ccc(F)c(F)c1F	i	0.4
COc1cccc(C(N)c2nc(-c3cc(F)cc(F)c3)cs2)c1 (stereo not given)	i	0.6
CC(C)(O)CCC(C)(C)O	i	1.6
CC1(C(=O)Nc2cccc(C(F)(F)F)c2)Cc2c(-c3ccc4c(c3)OCO4)ccnc2O1 (stereo not given)	i	1.4
COc1ccc(CCNC(=O)COC(=O)c2ccc([N+](=O)[O-])o2)cc1	i	2.8
CCCC1NC(=O)c2cc3ccccc3cc2-n2c1nc1cc(Cl)ccc1c2=O (stereo not given)	i	1.4
CC(C)C(NC(=O)c1ccccc1F)C(=O)NCCCn1ccnc1 (stereo not given)	i	0.3
O=c1ccc(S(=O)(=O)N2CCCC2)c[nH]1	i	0.7
CCOC(=O)Nc1cc2c(cc1[N+](=O)[O-])-c1ccccc1C2=O	i	0.9
CC(C#N)(NC(=O)CN1CCN(S(=O)(=O)c2cc(C(F)(F)F)ccc2Cl)CC1)C1CC1 (stereo not given)	i	1.4
COc1cc2nc(CN3CCN(S(=O)(=O)c4ccccc4C(F)(F)F)CC3)[nH]c(=O)c2cc1OC	i	1.6
CCc1nc2cc(NC(=O)C3(C)CCCN(C(C)=O)C3)ccc2o1 (stereo not given)	i	0.6
C#CCOCCOCCOCCNc1nc(N2CCN(C(=O)[C@H](C(C)C)n3cc(CCO)nn3)CC2)nc(N2CCN(C(=O)[C@H]([C@@H](C)CC)n3cc(CCC(=O)O)nn3)CC2)n1	i	0.4
COc1ccc(N2CCN(C(=O)CN3c4cccc5cccc(c45)S3(=O)=O)CC2)cc1	i	0.3
O=C(C[C@H]1C[C@H](C(=O)N2CCOCC2)[C@@]2(CCC3CCCC3)c3[nH]c4ccc(Cl)cc4c3CCN2C1=O)NCc1ccco1	i	0.3
Cc1cccc(N2CC(C(=O)Nc3ccc(N4CCOCC4)cc3)CC2=O)c1C (stereo not given)	?	nt
CCCCc1c(-c2ccc(F)cc2F)ncn1CCc1ccccc1OC	i	0.4
COc1ccccc1N(CCC#N)C(=O)CSc1nnc2ccccn12	i	0.2
COC(=O)c1ccc(CNC(=O)Cn2cnc(C(=O)Nc3ccc(C)c(C)c3)n2)cc1	i	0.4
Cc1cccc(C)c1NC(=O)CN1CCN(C(=O)CN2C(=O)NC3(CCCCC3C)C2=O)CC1 (stereo not given)	i	1.7
COc1cc([N+](=O)[O-])ccc1NC(=O)COC(=O)C1=NN(c2ccccc2)C(=O)CC1	i	0.6
COc1cc2cnc(-c3ccccc3)c(C(=O)c3ccc(F)cc3)c2cc1OC	i	0.8
CC(C)(C)OC(=O)C[C@@H]1C/C=C\C[C@H](CC(=O)N(CCO)Cc2ccccc2)C(=O)NCCOC1=O	i	2.4
COCCCNC1=C(C#N)C(=O)NC(c2cccc([N+](=O)[O-])c2)S1 (stereo not given)	i	0.9
CNc1ccc(C(=O)OCC(=O)Nc2ccnn2C(C)C)cc1[N+](=O)[O-]	i	0.1

More records follow.
SMILES	Myeloid diff MLP	Myeloid diff MLP GFP+ MAC1+ %
COC(=O)[C@]12CCCCC=C1N(Cc1ccco1)C(=O)[C@H](CC(=O)NCc1ccc(C)o1)C2	i	0.9
CCOC(=O)C1=C(C)NC(C)=C(C(=O)OCC)C1C(=O)OCC(=O)NCc1ccco1	i	1.4
CCc1ccccc1NC(=O)CNC(=O)CCNC(=O)Nc1ccccc1	i	0.4
O=C(COC(=O)c1c[nH]c2ccccc12)Nc1ccccc1	i	1.3
O=C(Cn1ccc(NC(=O)OCc2ccccc2)nc1=O)NCCCN1CCCC1=O	i	0.6
CCOC(=O)C1CCN(C(=O)COC(=O)c2c(C)c(CC)nc3ccccc23)CC1	i	1.1
COCCn1c(SCC(=O)c2c(N)n(C3CC3)c(=O)[nH]c2=O)nnc1-c1ccc(Cl)cc1	i	1.1
Oc1ccc(Cl)cc1CNC1CCCCC1	i	1.1
O=C(NCc1ccc(F)cc1)c1cc(C2CCCN(C(=O)c3cccs3)C2)on1 (stereo not given)	i	0.8
CC(C(=O)O)n1cc(C#N)c(=O)[nH]c1=O (stereo not given)	i	0.5
Cc1ncc(COCc2ccccc2)c(CO)c1OCc1ccccc1	i	0.6
O=S1(=O)CC(N2CCCC2)CN1Cc1ccc(F)cc1 (stereo not given)	i	1.3
O=C(c1cccc(Br)c1)N1CCN(c2ccccn2)CC1	i	0.4
Cc1ccc(S(=O)(=O)N2CCC[C@H]2C(=O)NC2CCCCC2)cc1	i	0.6
Cc1cc(NC(=O)COC(=O)c2ccc(Cl)cc2)no1	i	1.0
OC(C1=CC(=Cc2ccncc2)c2ccccc21)c1ccncc1 (stereo not given)	i	0.9
CCCCn1nc(C(=O)Nc2cc(C(F)(F)F)ccc2N2CCOCC2)ccc1=O	i	0.3
CC1(C(=O)NS(=O)(=O)c2ccc(F)cc2F)CCN1C(=O)c1cccc(F)c1 (stereo not given)	i	0.3
CCOC(=O)CCC1(C(=O)OC)C(=O)CCCCCC=C1C(=O)OC (stereo not given)	i	0.9
COCCCNC(=O)c1cccc2c(-c3ccc(O)c(OC)c3)coc12	i	2.0
CCCCCC1=C(C(=O)OC)C(C(=O)OCC)N(S(=O)(=O)C(F)(F)F)c2ccccc21 (stereo not given)	i	1.5
COc1ccc(C(C)(C)C)cc1NC(=O)CCCN1C(=O)CN(C)C1=O	i	0.7
O=C(Nc1ccc(Cl)cc1)C1Cc2c(-c3ccc4c(c3)OCO4)ccnc2O1 (stereo not given)	i	0.7
O=C(C(=O)N1CCN(C(=O)c2ccco2)CC1)c1ccccc1	i	1.4
O=C(Nc1ccn(CCCNC2CCN(Cc3ccccc3)CC2)c(=O)n1)OCc1ccccc1	i	1.0

Some of the entries so far, in markdown:
| molecule | Myeloid diff MLP | Myeloid diff MLP GFP+ MAC1+ % |
| --- | --- | --- |
| Oc1ccc(Cl)cc1CNC1CCCCC1 | i | 1.1 |
| O=C(NCc1ccc(F)cc1)c1cc(C2CCCN(C(=O)c3cccs3)C2)on1 (stereo not given) | i | 0.8 |
| CC(C(=O)O)n1cc(C#N)c(=O)[nH]c1=O (stereo not given) | i | 0.5 |

Six compounds out of the list above, ordered by the number in Myeloid diff MLP GFP+ MAC1+ %, largest number first.
SMILES	Myeloid diff MLP GFP+ MAC1+ %
Cc1ccc(C(C#N)=Cc2ccc3c(c2)OCO3)cc1	2.5
CC(C)(C)OC(=O)C[C@@H]1C/C=C\C[C@H](CC(=O)N(CCO)Cc2ccccc2)C(=O)NCCOC1=O	2.4
COc1ccc(C(C)=O)cc1CN1C(=O)C(C)ON=C1c1cccc(C(F)(F)F)c1 (stereo not given)	1.7
O=C(C(=O)N1CCN(C(=O)c2ccco2)CC1)c1ccccc1	1.4
CCc1nc2ccc(C(=O)Nc3cc(-c4ccccc4)ccc3OC)cn2c1N(C)Cc1ccc(Cl)cc1	1.0
COC(=O)c1ccc(CNC(=O)Cn2cnc(C(=O)Nc3ccc(C)c(C)c3)n2)cc1	0.4

New compounds follow:
SMILES	Myeloid diff MLP	Myeloid diff MLP GFP+ MAC1+ %
Cn1c(=O)c2c(-c3ccccc3)n(-c3cc(C(=O)O)ccc3O)cc2n(C)c1=O	i	1.9
CCOc1cc(-c2ccccc2)nc2c1CN(S(=O)(=O)c1ccc(C)cc1)C(c1cccc(Cl)c1)C2 (stereo not given)	i	2.0
COc1ccc(OC)c(NC(=O)C2(C)CCN2Cc2ccsc2)c1 (stereo not given)	i	0.7
CCC(=O)N[C@H]1C=C[C@H](CC(=O)OC)O[C@@H]1CO	i	2.0
O=C(COC(=O)CNC(=O)c1ccc(Cl)cc1Cl)NNC(=O)c1ccccc1	i	1.4
CN(CC(=O)Nc1ccc(F)c(F)c1F)C(=O)CCN1C(=O)C2CCCCC2C1=O (stereo not given)	i	0.4
CC(C)N(C(=O)COC(=O)CCC(=O)c1cccs1)c1ccccc1	i	1.0
Cc1nnc(SCC(=O)NCC(=O)Nc2ccc(F)c(F)c2F)n1N	i	2.3
COCCCn1c(C(=O)Nc2ccc3c(c2)OCO3)cc2c(=O)n3cccc(C)c3nc21	i	0.6
CC1=C(C(=O)N2CCCCCC2)CC(CC(=O)NCCc2ccccn2)C(=O)N1Cc1ccc(C(C)(C)C)cc1 (stereo not given)	i	1.2
CCN(C(=O)CSc1nc(C2CC2)n(-c2ccccc2)n1)C1CCS(=O)(=O)C1 (stereo not given)	i	1.1
COc1ccc(OC)c(C(=O)COC(=O)c2[nH]c(C)c(C(C)=O)c2C)c1	i	0.7
COc1cc(C=NNC(=O)c2cccnc2)ccc1OC(=O)c1ccccc1F	i	0.3
Cc1cccc(NC(=O)COC(=O)c2ccc(C)c(S(=O)(=O)N3CCCCC3)c2)c1	i	0.6
Cc1cccc(NC(=O)C(C)Sc2nc3ccccc3c(=O)n2CCCN2CCOCC2)c1 (stereo not given)	i	0.4
COc1ccc(Br)cc1CN(C)C(=O)C1=CC=CN2CCS(=O)(=O)N=C12	i	6.9
CCN(CC)C(=O)[C@H]1CC(CC(=O)NC/C=C(\C)CCC=C(C)C)C(=O)N2CCc3c([nH]c4ccccc34)[C@]12C (stereo not given in full)	i	0.8
Cc1ccc(OCCSc2nc3ccccc3n2CCC(=O)O)c(C(C)C)c1	i	1.3
CCOC(=O)N(C)C[C@@H]1OCc2cnnn2CCCC(=O)N([C@H](C)CO)C[C@@H]1C	i	1.8
CCCC(=O)NC(=S)Nc1ccc(S(=O)(=O)N2CCc3ccccc32)cc1	i	0.3
Cn1c(=O)c2cc(NC(=S)NC3CCCCC3)ccc2n1Cc1ccc(F)cc1	i	0.7
CCOC(=O)N1C2c3ccccc3C(c3ccccc32)N1C(=O)OCC	i	0.7
O=C(COC(=O)c1ccc(F)cc1)NC1CC1	i	1.0
CC(=O)Nc1cc(-c2cccc(C(=O)N(C)C)c2)cn2c(-c3ccccc3)cnc12	i	1.4
COc1ccc(S(=O)(=O)N2CCCCC2)cc1NC(=O)c1cccc(S(=O)(=O)N2CCOCC2)c1	i	0.2

Other structures:
SMILES	Myeloid diff MLP	Myeloid diff MLP GFP+ MAC1+ %
CC(C)NC(=O)N(C)C[C@@H]1Oc2ccc(NC(=O)CCN3CCOCC3)cc2CC(=O)N([C@@H](C)CO)C[C@@H]1C	i	4.3
CC1CCN(C(=O)COC(=O)c2ccc3ccccc3n2)CC1	i	0.8
c1ccc2c(c1)[nH]c1ccncc12	i	1.9
Cc1cccc(NC(=O)c2cc(S(=O)(=O)N3CCCCC3)ccc2Cl)n1	i	0.2
O=C(NC1CCCC1)C(C1CC1)n1c(-c2ccnc3ccccc23)nc2ccccc21 (stereo not given)	i	3.6
CN(C)C1=NC[C@H](Cc2ccccc2)N1CC1CCCC1	i	2.7
COc1cc(C(=O)Nc2cc(S(=O)(=O)N3CCOCC3)ccc2N2CCN(C)CC2)cc(OC)c1OC	i	0.3

Bioassay records deposited in PubChem BioAssay by NMMLSC.
